Yeast superoxide – caloric restriction mimetics inhibiting age-related superoxide in yeast; superoxide response (% of plate mean), % at 10 µM; S. cerevisiae aged cells, superoxide DHE fluorescence; hits give low values; 330,000 tested, 0.18% active;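 active = superoxide response under a set limit, about three screen SD below normal, cut at about 65% in these data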;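 note: yeast aged for seven days with compound at 30 °C before DHE staining; 100% = average MFI of all compound-treated wells on the plate with controls excluded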
CIT2-GFP yeast – yeast TOR pathway CIT2-GFP modulation | S. cerevisiae CIT2-GFP strain, flow cytometry, 3 h; 100 means same as DMSO wells | GFP response vs DMSO, % at 10 µM | 320,000 tested, 0.065% active | AID 2029;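 active = GFP response relative to DMSO above a set limit, near the screen mean plus 3 SD, cut at about 150% in these data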;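 note: ratio of well median GFP fluorescence to mean of DMSO wells on the plate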
VLA-4 inh – inhibition in a human VLA-4 binding assay; P13612; VLA-4 expressing cells, ligand binding flow cytometry; inhibition, % (about 7 µM as worked out from the volumes in the protocol); 330,000 tested, 0.2% active; AID 2557; in the data active = inhibition above about 50%
Bcl-xL primary – inhibitors of human Bcl-xL; GST-Bcl-xL / FITC-Bim BH3 peptide fluorescence polarization; AID 2129; 320,000 tested, 0.7% active; inhibition, % at 10.9 µM;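 active = inhibition above the mean of all tested compounds plus 3 SD, cutoff set per campaign, cut at about 30% in these data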;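 note: 0% = DMSO wells and 100% = unlabeled Bim-BH3 peptide competitor; inhibitors lower millipolarization by displacing the labeled peptide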
Target sequence (Q07817 whole entry, looked up): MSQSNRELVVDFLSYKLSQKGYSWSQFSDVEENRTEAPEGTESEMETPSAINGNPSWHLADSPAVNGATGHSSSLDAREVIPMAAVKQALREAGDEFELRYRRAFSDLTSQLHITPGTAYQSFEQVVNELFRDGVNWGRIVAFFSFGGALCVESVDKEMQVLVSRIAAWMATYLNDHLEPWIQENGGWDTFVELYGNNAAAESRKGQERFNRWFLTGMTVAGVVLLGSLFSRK
MCL1-BIM inh – disrupts human MCL1 binding to BIM-BH3 peptide. inhibition, % at 10.9 µM. 320,000 tested, 0.68% active. Q07820. GST-MCL1 / FITC-Bim-BH3 fluorescence polarization;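 active = inhibition above the mean inhibition of all tested compounds plus 3 SD, set per campaign, cut at about 40% in these data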;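 note: 0% = DMSO wells and 100% = unlabeled Bim-BH3 peptide control; higher means more loss of mP so more displacement of Bim peptide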
MEX-5 binding – C. elegans MEX-5 TCR-2 RNA binding activity. activity score (negative = inhibition of binding), % at 10 µM. Q9XUB2. MEX-5/FITC-TCR2 RNA binding, fluorescence polarization; hits give low values. 300,000 tested, 0.38% active;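 active = inhibition past about -25% in most replicates, and total fluorescence under double the plate's negative control median, limit read from the data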;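 note: 0% = DMSO and -100% = 5 µM competing unlabeled TCR2 RNA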
GLD-1 RNA inh – GLD-1-TGE RNA interaction inhibition (C. elegans); Q17339; purified GLD-1 + fluorescein TGE RNA, fluorescence polarization; inhibition, % at 5.96 µM; 320,000 tested, 0.44% active; AID 2280;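 active = percent inhibition above a per-plate cutoff, the plate mean of test compounds plus 3 SD, cut at about 30% in these data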;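 note: 0% = DMSO wells with GLD-1 and probe and 100% = wells lacking GLD-1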
GRK2 inh – inhibitors of human GRK2 displacing RNA aptamer; inhibition of aptamer binding, % at 10 µM; 330,000 tested, 0.59% active; bead flow cytometry, FAM-aptamer displacement from GRK2;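 active = inhibition of aptamer binding above 40%, roughly 3 SD of noise, on plates passing a quality check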;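 note: median bead fluorescence of bound FAM aptamer so fluorescent compounds give negative values; no value below 0 was filed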
Target sequence (P25098 whole entry, looked up): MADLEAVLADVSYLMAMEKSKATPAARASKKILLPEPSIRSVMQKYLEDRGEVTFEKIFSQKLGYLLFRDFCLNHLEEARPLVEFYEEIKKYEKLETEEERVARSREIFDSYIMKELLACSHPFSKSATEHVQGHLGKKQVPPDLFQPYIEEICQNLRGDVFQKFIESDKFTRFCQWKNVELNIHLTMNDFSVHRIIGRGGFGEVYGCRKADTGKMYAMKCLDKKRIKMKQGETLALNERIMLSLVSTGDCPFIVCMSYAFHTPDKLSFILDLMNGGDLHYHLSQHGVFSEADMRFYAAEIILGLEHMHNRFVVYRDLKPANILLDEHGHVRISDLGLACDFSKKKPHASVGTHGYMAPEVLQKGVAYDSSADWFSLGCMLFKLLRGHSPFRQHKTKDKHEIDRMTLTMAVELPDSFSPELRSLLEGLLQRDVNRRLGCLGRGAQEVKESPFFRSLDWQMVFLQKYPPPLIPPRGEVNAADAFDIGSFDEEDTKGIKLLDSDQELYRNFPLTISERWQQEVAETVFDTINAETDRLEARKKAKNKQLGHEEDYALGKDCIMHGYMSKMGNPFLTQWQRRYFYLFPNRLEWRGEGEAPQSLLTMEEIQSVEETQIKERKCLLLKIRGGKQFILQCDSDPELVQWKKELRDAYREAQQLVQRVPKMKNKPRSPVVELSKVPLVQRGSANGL
AGP1-GFP MLPCN – modulators of TOR pathway AGP1-GFP in S. cerevisiae; S. cerevisiae AGP1-GFP multiplex flow cytometry, 3 h; GFP as percent of DMSO wells; GFP response vs DMSO, % at 10 µM; 320,000 tested, 0.02% active; AID 2066;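 active = GFP response relative to DMSO above a set limit, near screen average plus 3 SD, cut at about 150% in these data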;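 note: median GFP channel fluorescence of the gated AGP1 strain per well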
The depositor's hits bear a star; i = inactive; · = no result given.

smiles	CIT2-GFP yeast	GLD-1 RNA inh	GRK2 inh	MCL1-BIM inh	VLA-4 inh	Yeast superoxide	Bcl-xL primary	AGP1-GFP MLPCN	MEX-5 binding
CCN(CC)S(=O)(=O)c1ccc(N=Cc2c(C)c(C#N)c(=O)n(C)c2O)cc1	101	4	0	5	·	106	6	101	2.8
COc1ccc(C(=O)n2nnc3ccccc32)cc1Br	91	-6	0	5	7	106	0	96	0.3
COc1cccc(C(=O)CN2C(=O)C(C)(C)Oc3ccc(C(=O)N4CCOCC4)cc32)c1	113	2	1	-1	-11	97	0	106	1.7
Cn1nc(CSc2ccccc2)c(C=O)c1Cl	90	3	0	-1	6	90	3	92	0.2
Cc1cc(NC(=S)NC(=O)CC(C)C)ccc1Br	97	7	0	8	5	104	0	100	1.1
O=S(=O)(c1ccc(Cl)cc1)N1CCCN(c2nc3ccc(Cl)cc3s2)CC1	92	4	3	0	30	107	0	99	-3.2
CCCCCCCCC(=O)N/N=C(\C)c1ccc(O)cc1O	106	0	1	6	-12	100	5	102	1.5
COc1ccc(N(CC(=O)Nc2ccc(S(=O)(=O)N3CCCCC3)cc2)S(C)(=O)=O)cc1OC	103	6	5	-2	21	100	5	106	1.6
CC1CCN(C(=O)COC(=O)Cn2cnc3c2c(=O)n(C)c(=O)n3C)CC1	108	4	1	0	7	102	0	106	-1.8
O=C(Cc1ccccc1)NCC(=O)N1CCC2(CC1)NCCc1[nH]cnc12	104	-1	0	2	-1	110	2	109	5.6
COCCCNC(=O)c1cc2cc3cc(OC)ccc3nc2o1	90	1	0	3	11	90	4	85	-3.1
C=CCn1c(Cc2ccc(OC(C)C)c(Cl)c2)nnc1SCC(N)=O	116	-5	4	2	-5	100	1	115	-1.0
COc1ccc(C2CC(C(F)(F)F)n3nc(C(=O)Nc4c(C)n(C)n(-c5ccccc5)c4=O)c(Cl)c3N2)cc1 (centres undefined)	100	6	1	-7	12	95	0	95	-2.0
O=C(CN1CCCCC1)Nc1ccc(N2CCCCCC2)cc1	103	-3	0	3	11	102	10	99	1.7
CCCN(CCC)CC(O)CN(c1ccccc1)S(=O)(=O)c1ccc(C)cc1 (centres undefined)	106	-1	0	0	2	107	0	105	-3.7
C=C(C(=O)Nc1ccccc1)c1ccc(C)cc1	110	3	0	9	-2	98	3	87	-0.7
O=S(=O)(c1ccccc1)N1CCC(Oc2ccc(-n3cnnn3)cc2)CC1	97	-6	0	3	2	113	2	98	-1.8
O=C(Cc1cccc(C(F)(F)F)c1)Nc1ccccc1N1CCCC1	97	4	4	5	-6	98	4	94	1.8
COc1ccc(C(=O)Nc2ccc(-c3n[nH]c(=S)o3)cc2)cc1	96	·	0	·	17	94	·	96	-3.7
Cc1ccc(S(=O)(=O)Nc2nnc(C(C)(C)C)s2)cc1	98	·	2	·	1	98	·	98	-0.7
Cc1ccccc1OCCCC(=O)NCc1ccco1	103	-6	0	4	-3	79	0	99	-2.2
O=C(CCN1C(=O)C2C3C=CC(C3)C2C1=O)NCCc1ccccc1Cl (centres undefined)	111	-5	6	6	-11	99	8	112	2.4
CCC(C)N(C(=O)CSc1nnc(-c2ccco2)n1C)C1CCS(=O)(=O)C1 (centres undefined)	106	6	0	-8	-2	116	-2	104	0.1
Cn1c(=O)c2c(nc(Cl)n2CC(=O)N2CCCCC2)n(C)c1=O	97	6	0	-1	14	91	-11	100	2.9
O=C(CCCN1C(=O)/C(=C\c2cccs2)SC1=S)NNC(=O)c1ccncc1	102	-7	0	-6	0	102	1	99	-2.5
O=C(CCc1ccccc1)NNC(=O)Nc1ccc(F)c(Cl)c1	102	-8	6	9	5	111	3	99	4.9
O=C(COc1ccccc1)N1CCN(S(=O)(=O)c2ccc(Br)cc2)CC1	91	8	2	1	20	113	1	93	-3.0
CCc1nc2sc3c(O)cc(=O)[nH]c3c2cc1C	·	5	0	1	2	84	10	95	-0.7
O=C(O)CCN1C(=O)C2CCCCC2C1=O (centres undefined)	108	0	1	8	6	97	2	107	0.1
COc1cccc(-c2nn(Cc3ccccc3)cc2CO)c1	81	-3	0	1	-5	103	3	84	-1.5
CCOc1ccc(S(=O)(=O)NC2CC2)cc1C(N)=O	106	-2	0	1	3	93	4	113	3.4
COc1cc(C2CC(=O)c3c(O)cc(O)cc3O2)ccc1O (centres undefined)	107	-1	1	11	10	86	6	104	-1.5
CCN1/C(=C\C=C2\C(=O)N(C)C(=S)N2C)Sc2ccccc21	99	-5	2	-28	-43	97	-20	98	2.1
CCN1C(=O)/C(=C\N(C)C)S/C1=N\S(=O)(=O)c1ccccc1	94	2	3	1	13	109	2	100	0.7
CCc1cc(=S)n2c([nH]c3ccccc32)c1C#N	73	11	1	17	-12	123	19	25	-3.5
COc1ccsc1NC(=O)OCc1ccc(Cl)cc1	94	-1	0	4	3	89	-3	93	3.2
O=C(NN1C(=O)C2C(C1=O)C1C=CC2C12CC2)c1ccncc1 (centres undefined)	·	-4	0	-1	7	117	3	98	0.2
CC(OC(=O)c1cc[n+]([O-])cc1)C(=O)NCc1ccccc1 (centres undefined)	100	0	0	-4	4	113	-3	108	0.5
Cc1ccc([N+](=O)[O-])cc1NC(=O)CNC1CCCCC1	114	1	2	-19	1	66	-18	101	1.0
CC(C)c1ccc(/C=N/n2cnnc2)cc1	94	-2	1	6	-6	85	4	95	-0.3
CCS(=O)(=O)N1CCCC(C(=O)NC2CCCC2)C1 (centres undefined)	91	-2	1	9	0	106	8	88	-2.5
Cc1cccc(CCNC(=O)c2cc(=O)[nH]c3ccc(Br)cc23)c1	98	5	0	-2	2	95	-1	101	1.1
COCCNC(=O)C1CC(c2cccc(F)c2)=NO1 (centres undefined)	98	0	4	-3	-1	103	0	91	-3.1
O=S(=O)(Nc1c(F)cccc1F)c1ccc2c(c1)OCCO2	91	-1	0	-3	3	94	-2	96	1.3
COC(=O)[C@H](Cc1ccccc1)NC(=O)Cn1ccc(NC(=O)OCc2ccccc2)nc1=O	95	4	5	0	8	108	1	93	·
CCn1cc(CN2CCC(C(=O)Nc3cccc(-c4cscn4)c3)CC2)cn1	105	-1	0	9	-4	97	4	99	2.6
O=C(NCc1cccs1)C(Cc1ccccc1)NS(=O)(=O)c1cccs1 (centres undefined)	104	-13	0	-17	-30	88	-7	102	0.4
O=C(Nc1ccc(N2CCOCC2)cc1N1CCOCC1)c1cccs1	103	-1	11	-7	4	96	4	105	0.3
CN(CC(=O)Nc1ccccc1Cl)C(=O)c1ccc(N2CCCCCC2)c([N+](=O)[O-])c1	92	-4	0	-9	-9	103	-3	93	·
CCOC(=O)c1[nH]c2ccc(OC)cc2c1NC(=O)c1ccc(OC)c(OC)c1	99	8	3	5	7	111	10	94	1.4
Nc1nc(SCC(=O)NCC2CCCO2)n[nH]1 (centres undefined)	101	9	1	2	6	90	2	109	-2.2
O=C(NCc1ccccc1C(F)(F)F)C1CC(c2cc(C(F)(F)F)cc(C(F)(F)F)c2)=NO1 (centres undefined)	102	1	0	1	38	101	3	105	-1.0
CCCC1(CCC)NC(=O)N(CC(=O)N2CCN(C(=O)c3ccco3)CC2)C1=O	101	9	0	-2	-1	101	3	98	0.4
Cc1cccc(Nc2nc(N3CCOCC3)nc(N3CCOCC3)n2)c1	100	-1	2	-4	9	104	6	101	2.4
O=C1/C(=C/c2ccncc2)SC(=S)N1C1CCCCC1	83	-2	0	2	1	97	3	96	-2.1
O=C(O)c1cc(-c2c[nH]c3ccccc23)nc2ccc3ccccc3c12	100	9	3	0	-10	116	5	99	-2.5
Cc1cccc(NC(=O)CSc2nc3[nH]ncc3c(=O)n2-c2ccccc2)c1	103	-5	0	6	-12	99	8	104	0.9
O=C(CSc1nnc(NC(=O)c2ccco2)s1)Nc1ccccc1	102	0	3	5	-4	86	7	92	-0.9
COCCSc1nnc(NC(=O)Cc2ccc(OC)cc2)s1	91	-1	0	1	1	97	4	92	0.5
c1ccc(N2CCN(C3CCSC3)CC2)cc1 (centres undefined)	88	2	2	3	3	96	4	93	-0.6

3 entries out of the list, arranged by heavy-atom count, descending:
smiles	CIT2-GFP yeast	GLD-1 RNA inh	GRK2 inh	MCL1-BIM inh	VLA-4 inh	Yeast superoxide	Bcl-xL primary	AGP1-GFP MLPCN	MEX-5 binding
COC(=O)[C@H](Cc1ccccc1)NC(=O)Cn1ccc(NC(=O)OCc2ccccc2)nc1=O	95	4	5	0	8	108	1	93	·
O=C(Nc1ccc(N2CCOCC2)cc1N1CCOCC1)c1cccs1	103	-1	11	-7	4	96	4	105	0.3
COCCNC(=O)C1CC(c2cccc(F)c2)=NO1 (centres undefined)	98	0	4	-3	-1	103	0	91	-3.1

Following part
smiles	CIT2-GFP yeast	GLD-1 RNA inh	GRK2 inh	MCL1-BIM inh	VLA-4 inh	Yeast superoxide	Bcl-xL primary	AGP1-GFP MLPCN	MEX-5 binding
COc1ccc(S(=O)(=O)Nc2ccc3c(c2)C(=O)N([C@H](C)CO)C[C@H](C)[C@@H](CN(C)C(=O)Nc2ccccc2)O3)cc1	103	1	5	·	12	81	·	102	·
COc1ccc(-c2nc3cccc(C)n3c2NCC2CCCO2)cc1O (centres undefined)	94	0	0	1	-1	109	0	101	0.7
CCOc1ccc(S(=O)(=O)Nc2cccc(C(=O)N3CC(C)OC(C)C3)c2)cc1 (centres undefined)	92	-5	4	-5	8	113	0	111	-2.5
O=S(=O)(Cc1ccccc1)N1CCN(C/C=C/c2ccccc2)CC1	94	5	0	3	6	81	6	90	1.7
CCCC(=O)N(CCN1CCOCC1)c1nc2ccc(OCC)cc2s1	95	8	0	-6	9	83	-2	101	0.8
CCCN(CC(=O)Nc1ccccc1Br)CC(=O)Nc1ccc(F)c(F)c1F	89	0	0	0	24	94	-1	96	1.6
CCOC(=O)c1nn(-c2ccccc2)c(=O)cc1OCC(=O)Nc1ccccc1OCC	98	0	0	6	2	80	2	106	0.4
CC(=O)N/C(=C\c1ccc(C)cc1)C(=O)O	103	-2	2	-2	5	106	1	95	2.8
O=C(NCc1ccccn1)C(=O)N/N=C/c1ccccc1O	91	-3	3	-1	2	98	4	100	-1.7
Cc1ccc(S(=O)(=O)N2CCCCC2)cc1NC(=O)Cc1cccs1	92	1	2	·	34	108	·	105	·
CC(=O)c1cn(CC(=O)NCc2cccnc2)c2ccccc12	103	-4	8	-2	-8	i	2	94	-1.4
COCCOC(=O)c1c(NC(=O)CNCc2ccco2)sc(C(N)=O)c1C	99	-5	0	6	0	108	3	94	-2.5
Cc1ccc2c(CC(=O)NC3=NCCS3)coc2c1	100	-2	2	3	9	102	3	96	1.5
Nc1ncc([N+](=O)[O-])cc1Br	94	-1	0	5	4	103	3	100	-7.1
CC(=O)c1ccc(OCC(O)CN2CCOCC2)cc1 (centres undefined)	143	3	4	-1	i	83	4	113	0.2
COc1ccc(/C=C(\CC(=O)O)c2nc3ccccc3s2)cc1O	112	55*	0	0	-4	111	7	103	2.1
COC(=O)c1ccc(N2CCN(CCNC(=O)Nc3ccc(OC)cc3)CC2)cc1	98	3	0	7	19	103	5	100	-0.3
CC(=O)NC1=NN(C(C)=O)C(C)(CC(=O)OC(C)(C)C)S1 (centres undefined)	97	-6	0	3	0	121	3	100	0.3
O=C(CCC(=O)OCC(=O)c1ccc(Br)cc1)Nc1cccc2cccnc12	98	7	1	-4	-3	111	0	87	0.8
Cc1c(NC(=O)COC(=O)/C=C/c2cccc(Br)c2)c(=O)n(-c2ccccc2)n1C	101	-4	2	-1	-7	123	0	98	·

High-throughput results as filed in PubChem.
